# M1 PAM: potentiates human M1 receptor response to acetylcholine; activation, % at 3 µM; 360,000 tested, 0.088% active; CHO-K1 hM1, Fluo-8 calcium fluorescence, ACh EC20; 0% = ACh EC20, 100% = maximal ACh; P11229; in the data active = activation above about 19%, passing the limit was not always enough
# CHRM4 agonist: CHRM4 agonism in calcium assay | 360,000 tested, 0.14% active | CHO-K1 hM4/Gqi5, Fluo-8 calcium fluorescence; vehicle 0%, full acetylcholine response 100% | activation, % at 3 µM | P08173;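 active = activation above the run mean over all test wells plus 3 SD, cut at about 32% in these data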;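 also: peak over basal fluorescence ratio per well then scaled between controls; 0% = DMSO wells and 100% = acetylcholine at EC100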
# CHRM5 antagonist: CHRM5 antagonism in calcium assay. P08912. CHO-hM5 cells, Fluo-8 calcium fluorescence, ACh EC80. inhibition, % at 3 µM. 360,000 tested, 0.59% active. AID 624040;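 active = inhibition above a per-plate cutoff, the mean of that plate's test compounds plus 3 SD, cut at about 27% in these data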;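 also: 0% = acetylcholine EC80 with DMSO and 100% = DMSO without agonist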
# Target sequence (P08912 whole entry, looked up): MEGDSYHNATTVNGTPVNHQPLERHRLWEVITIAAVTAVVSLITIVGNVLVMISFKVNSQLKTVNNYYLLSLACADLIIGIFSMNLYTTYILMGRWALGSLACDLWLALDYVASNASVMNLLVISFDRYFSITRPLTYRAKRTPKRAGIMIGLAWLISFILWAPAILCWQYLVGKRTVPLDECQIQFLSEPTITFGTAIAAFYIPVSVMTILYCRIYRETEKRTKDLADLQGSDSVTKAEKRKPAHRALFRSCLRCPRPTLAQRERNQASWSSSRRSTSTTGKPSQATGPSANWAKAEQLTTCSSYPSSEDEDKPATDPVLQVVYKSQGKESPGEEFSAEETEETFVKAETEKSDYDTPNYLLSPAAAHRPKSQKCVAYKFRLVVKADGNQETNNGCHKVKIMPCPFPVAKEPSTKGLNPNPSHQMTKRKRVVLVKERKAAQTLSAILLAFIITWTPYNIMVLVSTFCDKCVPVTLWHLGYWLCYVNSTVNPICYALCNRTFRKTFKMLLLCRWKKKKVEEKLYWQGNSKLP
# CHRM4 antagonist: CHRM4 antagonism in calcium assay; P08173; CHO-hM4 cells, ACh EC80, Fluo-8 calcium fluorescence; inhibition, % at 3 µM; 360,000 tested, 0.73% active; AID 624125;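 active = inhibition above its plate's cutoff, the mean inhibition of sample wells plus 3 SD, cut at about 27% in these data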;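 also: 0% = acetylcholine EC80 with DMSO and 100% = DMSO without agonist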
# TAAR1 ag: agonists of human TAAR1; Q96RJ0; CHO RD-HGA16 TAAR1, Fluo-8 calcium fluorescence; vehicle wells 0%, saturating PEA agonist 100%; activation, % at 3 µM; 360,000 tested, 0.99% active;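 active = activation above the mean activation of all test compounds in the run plus 3 SD, cut at about 38% in these data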
# Target sequence (Q96RJ0 whole entry, looked up): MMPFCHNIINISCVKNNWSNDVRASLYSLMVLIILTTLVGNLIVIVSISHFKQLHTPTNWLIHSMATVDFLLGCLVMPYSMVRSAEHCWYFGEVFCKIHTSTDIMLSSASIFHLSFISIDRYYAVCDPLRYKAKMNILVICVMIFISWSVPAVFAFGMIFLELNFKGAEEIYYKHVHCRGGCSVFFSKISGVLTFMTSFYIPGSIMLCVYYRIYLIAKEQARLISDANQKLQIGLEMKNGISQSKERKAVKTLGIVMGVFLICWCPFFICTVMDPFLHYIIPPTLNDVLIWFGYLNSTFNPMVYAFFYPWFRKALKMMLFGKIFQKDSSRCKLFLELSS
#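 System: CHO-derived RD-HGA16 cells with stable Gα16 and human TAAR1. Times: 17-24 h plating, Fluo-8 75 min 37 °C, 30 min RT. Measured by: calcium-sensitive Fluo-8 signal, excitation 470-495, emission 515-575 nm. Read-out basis: % activation relative to PEA EC100 response. Control set: DMSO and PEA EC100. Repeats: no replicates (n 1).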
# CHRM5 agonist: agonists of human muscarinic M5 receptor (CHRM5); CHO-K1 hM5 cells, Fluo-8 calcium fluorescence; 0% DMSO wells, 100% maximal acetylcholine response; activation, % at 3 µM; 360,000 tested, 0.19% active;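 active = activation above the run's mean over test compounds plus 3 SD, cut at about 23% in these data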;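 also: signal is peak over basal fluorescence ratio across the kinetic read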
# M1 ag: human M1 muscarinic receptor agonism. CHO-K1 hM1, Fluo-8 calcium fluorescence, agonist mode; 0% DMSO, 100% acetylcholine EC100. activation, % at 3 µM. 360,000 tested, 0.33% active. AID 588814;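 active = activation above the run's mean compound activation plus 3 SD, cut at about 16% in these data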;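 also: peak over basal fluorescence ratio within a 140 s kinetic read after compound addition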
# M1 antag: blocks human M1 muscarinic receptor; CHO-K1 hM1, Fluo-8 calcium fluorescence, ACh EC80 antagonist; inhibition, % at 3 µM; 360,000 tested, 1.3% active; AID 588852;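 active = percent inhibition above its own plate's cutoff, namely the mean of that plate's compound wells plus 3 SD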;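 also: peak over basal fluorescence ratio during 140 s after agonist addition; 0% = ACh EC80 plus DMSO and 100% = DMSO alone without agonist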
# CHRM5 PAM: CHRM5 positive allosteric modulation | CHO-K1 hM5, Fluo-8 calcium, ACh EC20 PAM; 0% = ACh EC20, 100% = ACh EC100 | activation, % at 3 µM | 360,000 tested, 0.3% active | AID 624038;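 active = activation above the run cutoff, the mean activation of all test compounds plus 3 SD, cut at about 18% in these data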
#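 system = human M5 receptor in CHO-K1 cells | reagent = EC20 acetylcholine as agonist stimulus | compound dosing = single-point, 3 µM nominal | incubation = Fluo-8 loading 80 min at 37 °C plus 30 min room temperature | detection = Fluo-8 calcium dye fluorescence, kinetic read | benchmarks = low control EC20 acetylcholine (0%), high control EC100 acetylcholine (100%)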
# * hit, by the source's call; / = no result given; & = joins results of further samples; ! = not active in a repeat. This is a subset (hit frequency here may not be typical).
SMILES,M1 PAM,CHRM4 agonist,CHRM5 antagonist,CHRM4 antagonist,TAAR1 ag,CHRM5 agonist,M1 ag,M1 antag,CHRM5 PAM
O=C(CCSCc1ccccc1F)N1CCN(c2ccccn2)CC1,5,3,3,2,5,2,-10,-3,-2
COc1ccc(S(=O)(=O)N(C)c2ccc(C(=O)Nc3ccccc3C(=O)N3CCOCC3)cc2)cc1,-1,10,27,11,5,-1,-2,4,-11
CCSC1=C(C#N)C(c2ccccc2Cl)CC(=O)N1 (stereo unspecified),2,0,-3,9,13,-2,-4,-20,-1
O=C(O)c1cccc(NS(=O)(=O)c2ccc(Oc3ccc(S(=O)(=O)Nc4cccc(C(=O)O)c4)cc3)cc2)c1,8,1,-6,-14,1,3,-3,-13,10
Cc1ccccc1-c1ccc(/C=C2/SC(N3CCOCC3)=NC2=O)o1,1,8,20,3,9,-5,-3,1,-11
Cc1cc(C(=O)Nc2sccc2C#N)c2ccccc2n1,-6,13,7,-5,11,2,-1,1,-10
O=C(CN1C(=O)NC2(CCCC2)C1=O)OCc1c(F)cccc1Cl,16,0,9,-6,2,0,-1,-16,-4
CN1CCN(C(=O)c2ccc3c(c2)OCCO3)CC1,5,1,4,-1,8,0,-4,-3,-1
CCOC(=O)Cc1csc(NC(=O)c2c(-c3c(Cl)cccc3Cl)noc2C)n1,2,1,6,4,14,-13,-2,-1,10
Cc1cc(C)n(Cc2n[nH]c(=S)n2Cc2ccccc2)n1,-4,0,4,10,10,-8,-5,11,-4
Cc1ccc(/C(O)=C/C(=O)C(=O)NC23CC4CC(CC(C4)C2)C3)cc1,7,0,1,-9,0,1,-2,-8,3
O=C(C1COc2ccccc2O1)N1CCN(c2ccccn2)CC1 (stereo unspecified),-12,2,2,-7,2,3,-3,18,-10
COc1cc(C)ccc1OCc1cc(C(=O)NCc2ccncc2)no1,11,2,11,-11,1,-4,-5,-20,5
Cc1ccc(/C=C/C(=O)O)cc1S(=O)(=O)N(CCO)CCO,-8,1,5,2,8,-3,-2,6,3
CCN(Cc1ccccc1)C(c1ccccn1)c1nnnn1C1CCCCC1 (stereo unspecified),2,-1,-1,7,6,-1,-2,1,2
COc1ccc(-c2[nH][nH]c(=O)c2NC(=O)c2ccccn2)cc1,12,1,-4,-1,7,-1,4,-42,-5
CC(C)[C@H](NC(=O)c1ccccc1)C(=O)O,-5,0,10,5,1,-4,-3,14,1
Cc1ccc(CN2CCN(Cc3cn(C)nc3-c3ccccc3)CC2CCO)o1 (stereo unspecified),10,1,1,6,2,1,-3,-11,8
Oc1ccc(-c2csc(-c3c[nH]c4ccccc34)n2)c(O)c1,-1,3,9,12,3,-5,-10,-3,-6
Cc1noc(C)c1C(=O)OCC(=O)Nc1ccc(S(N)(=O)=O)cc1,7,0,9,-9,4,0,-3,-4,-1
COC(=O)c1cc(Br)c(=O)n(CCc2ccccc2)c1,4,1,-4,-2,-3,-2,-5,2,0
CCCCN(C(=S)Nc1cccc(C)c1C)c1c(N)n(CCC)c(=O)[nH]c1=O,8,2,-8,-10,4,-1,-3,-6,11
Cc1ccc(CNC(=O)C(=O)NCC2OCCCN2S(=O)(=O)c2ccc(F)cc2)cc1 (stereo unspecified),9,3,10,6,1,-4,0,2,-3
Cc1cccc(NC(=O)CSc2n[nH]c(-c3ccncc3)n2)c1C,4,-1,0,1,0,-1,-2,-15,0
CCOC(=O)N1CCN(S(=O)(=O)c2ccc3c(c2)CCN3C(=O)C2CCC2)CC1,3,2,7,5,/,-6,-6,1,6
# Next section
SMILES,M1 PAM,CHRM4 agonist,CHRM5 antagonist,CHRM4 antagonist,TAAR1 ag,CHRM5 agonist,M1 ag,M1 antag,CHRM5 PAM
CCN1CCN(Cc2ccc(C(=O)Nc3ccc(C)c(NCc4cnc(NC(=O)OC)cn4)c3)cc2C(F)(F)F)CC1,-2&-16,0&-1,5&11,33*!,10&1,-3&-12,-11&-13,-12&11,-5&-5
CCN1C(=O)c2cccc3c(S(=O)(=O)NCc4ccco4)ccc1c23,0,3,0,-3,5,1,-6,11,-5
Cc1ccc(NC(=O)c2cc(NC(=O)C3CC=CCC3C(=O)O)ccc2N2CCOCC2)cc1Cl (stereo unspecified),16,0,2,-2,1,-2,-2,-13,-1
COc1ccc(S(=O)(=O)Nc2cc(S(=O)(=O)N3CCOCC3)ccc2OC)cc1,18,3,-3,-8,5,-1,-2,-14,8
CCc1nc2c(OCc3ccc(C(F)(F)F)cc3)cccn2c1N(C)C(=O)c1ccc(C)cc1,-19,-2,-4,8,-1,-2,-9,3,-3
Cc1cc2ccccc2n1CCNC(=O)Cc1cccc2ccccc12,17,2,-2,-8,1,1,-5,-19,0
CC1(C)Cc2c(C#N)c(SCCOc3ccccc3)nc(N3CCOCC3)c2CO1,-7,2,-5,-3,12,-6,0,19,-21
CC1(C)C(=O)Nc2ccccc2N1C(=O)COC(=O)COc1cccc(C(F)(F)F)c1,2,10,-8,-2,4,3,1,0,-7
CC1(C)c2ccccc2N(CC(N)=O)C12C=Cc1ccccc1O2 (stereo unspecified),3,1,7,2,5,1,-2,-5,-7
O=C(CN1CCOCC1)NCc1ccc(F)cc1,3,6,9,0,1,-2,-6,-5,-4
COc1cccc(-n2nc(C(C)=O)c(=O)[nH]c2=O)c1,7,-1,0,1,8,1,-4,-6,-2
COc1ccccc1C(O)(C(=O)NNc1cccc(C)c1)c1ccccc1OC,3,1,1,-8,-1,-2,-5,-4,-5
COc1cc2c(cc1OC)C(C(=O)NCc1cccnc1)C(c1cccnc1)N(C)C2=O (stereo unspecified),3,0,-4,7,13,1,-4,-2,0
O=C(NCc1ccc(F)cc1)c1cnc(Cl)c(Cl)c1,-2,1,13,8,4,-3,-5,7,-7
COc1ccc(S(=O)(=O)N2CCOCC2)cc1C(=O)NCc1c(C)nn(Cc2ccccc2)c1C,7,3,11,12,1,-12,-8,-11,-7
[O-]/[N+](=C\c1ccncc1)c1ccccc1,8,2,5,7,9,-2,-4,-11,-1
OCC1CCCN(c2ncnc3scc(-c4ccccc4)c23)C1 (stereo unspecified),2,4,-3,-7,2,-1,-4,4,-8
Cc1cccc(S(=O)(=O)Nc2ccc(-c3nc4ccc(C)cc4s3)cc2)c1,9,1,9,1,3,0,-1,-2,-5
COc1ccc(NC(=O)C2(C)Cc3c(-c4cccc(NC(C)=O)c4)ccnc3O2)cn1 (stereo unspecified),4,2,4,-13,0,2,-2,-9,0
O=C(CSc1nnc(-c2ccco2)n1CC1CCCO1)N1CCCCC1 (stereo unspecified),9,1,8,4,3,-4,-5,-11,-4
O=C(COC(=O)c1ccccc1)NC(=O)NC1CCCC1,15,0,1,-6,-1,-3,-4,-14,8
C/C=C(\C)C(=O)NCCN1C2=NC[C@H](C(C)C)N2C[C@@H]1Cc1ccc(OC)cc1,2,2,4,-11,9,-7,-11,-2,6
CCN(CC)CCCSc1nc2ccccc2s1,-11,0,5,15,4,-10,-5,16,-4
O=C(c1ccco1)N1CCN(C(=S)Nc2cccc([N+](=O)[O-])c2)CC1,-3,9,-9,-15,0,-2,-3,-2,-10
O=Cc1ccc(OCc2nnc(-c3ccccc3Br)o2)cc1,10,2,5,1,7,-1,-3,-5,2
# Next results:
SMILES,M1 PAM,CHRM4 agonist,CHRM5 antagonist,CHRM4 antagonist,TAAR1 ag,CHRM5 agonist,M1 ag,M1 antag,CHRM5 PAM
Cc1ccc(CS(=O)(=O)CCC(=O)NCCN2CCCC2)cc1,3,0,-1,5,10,1,-7,-1,7
O=C(CSc1nc2[nH]ncc2c(=O)[nH]1)Nc1ccccc1C(F)(F)F,6,0,0,-1,1,4,-3,-8,-3
CN(CC(=O)NC1CCN(Cc2ccccc2)CC1)S(=O)(=O)c1ccc(Br)s1,4,4,17,-2,1,-9,-12,-6,-12
CCOC(=O)COc1c(OC)cc(Cl)cc1C1Nc2ccccc2C(=O)N1c1ccc(F)cc1 (stereo unspecified),6,-3,12,12,-1,-3,-7,-7,-3
Cc1cc(OC(C)C(=O)NCCCn2ccnc2)c2c(C)cc(=O)oc2c1 (stereo unspecified),5,2,-5,-19,2,-6,-4,-6,5
COc1ccc(S(=O)(=O)N2CCC(C(=O)Nc3ccc(OC)c(OC)c3)CC2)cc1C,3,-1,-17,-1,10,-5,-4,-6,-1
O=C1Cn2c(nc3ccccc32)N1c1ccccc1F,6,1,11,10,1,4,-3,-13,-9
CCn1cc(-c2cc(C(F)(F)F)n3nc(C(=O)O)cc3n2)c(C)n1,11,0,-4,-16,0,2,1,-13,-5
Cc1cccc(NC(=O)CN(C)C(=O)Cc2ccc(-c3ccccc3)cc2)c1C,-2,3,-1,-8,0,0,-1,2,-5
COc1cc(NC(=O)c2cc(S(=O)(=O)N3CCCCC3)ccc2N2CCOCC2)cc(OC)c1OC,15,0,13,-5,1,1,4,-4,1
COc1ccccc1OCCCC(=O)Nc1ccc([N+](=O)[O-])cc1Br,-3,5,1,-13,5,-5,-2,25,4
Nc1cc2nn(-c3ccccc3)nc2cc1Cl,2,2,1,-4,1,7,-4,2,4
CC(C)(C)c1ccc(OCCC(=O)NCCc2ccc(S(N)(=O)=O)cc2)cc1,-4,13,14,3,1,4,1,4,-9
CN1CCN(c2nnc(-c3ccccc3)c(-c3ccccc3)n2)CC1,-20,0,8,11,8,-12,-9,39*,-4
CCOC(=O)c1ccc(NC(=O)CNC(=O)C23CC4CC(CC(C4)C2)C3)cc1,6,2,5,-2,1,3,11,-20,-6
COc1cccc(N2CCN(C(=O)NC3CCCCC3)CC2)c1,5,1,6,6,-3,1,-3,3,-2
COc1ccccc1CN1[C@@H](CC(=O)O)c2cc(F)ccc2S1(=O)=O,14,1,8,-10,3,1,2,1,4
O=C(c1cccnc1Nc1ccc2c(c1)CCC2)N1CCOCC1,12,0,3,3,4,-2,-5,-9,-3
Cc1ccc(-n2c(N)c(C(=O)NCc3cccnc3)sc2=S)cc1,-4,2,4,8,2,-2,-2,-2,2
CC(=O)NC(Cc1ccccc1)C(=O)OCC(=O)c1ccc(Br)cc1 (stereo unspecified),9,2,8,-10,1,-5,-7,-11,-4
COC(=O)/C(=N/Nc1ccccc1C)Sc1nnc(C(O)c2ccccc2)n1-c1ccccc1 (stereo unspecified),6,1,-13,-7,10,2,-5,-5,10
O=C1CN(c2nc(-c3cccs3)nc3sc4c(c23)CCCC4)CCN1,-3,3,-5,-8,4,2,-7,26,8

# Some of the entries above, set out differently:
molecule	M1 PAM	CHRM4 agonist	CHRM5 antagonist	CHRM4 antagonist	TAAR1 ag	CHRM5 agonist	M1 ag	M1 antag	CHRM5 PAM
COC(=O)/C(=N/Nc1ccccc1C)Sc1nnc(C(O)c2ccccc2)n1-c1ccccc1 (stereo unspecified)	6	1	-13	-7	10	2	-5	-5	10
COc1ccc(S(=O)(=O)N2CCC(C(=O)Nc3ccc(OC)c(OC)c3)CC2)cc1C	3	-1	-17	-1	10	-5	-4	-6	-1
CC(C)(C)c1ccc(OCCC(=O)NCCc2ccc(S(N)(=O)=O)cc2)cc1	-4	13	14	3	1	4	1	4	-9
Nc1cc2nn(-c3ccccc3)nc2cc1Cl	2	2	1	-4	1	7	-4	2	4

# From PubChem BioAssay
